# From PubChem BioAssay
# KCNK3 block: human KCNK3 channel inhibition, primary screen | O14649 | CHO-KCNK3 thallium flux, FluxOR fluorescence; stronger effect = lower value | B-score at 10 µM | 340,000 compounds, 0.84% hits | AID 602410;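 active means B-score under library mean minus 4 SD, starting fluorescence ratio at most library mean plus 5 SD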;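 further: more negative B-score means stronger inhibition of thallium flux through KCNK3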
# Target sequence (O14649 whole entry, looked up): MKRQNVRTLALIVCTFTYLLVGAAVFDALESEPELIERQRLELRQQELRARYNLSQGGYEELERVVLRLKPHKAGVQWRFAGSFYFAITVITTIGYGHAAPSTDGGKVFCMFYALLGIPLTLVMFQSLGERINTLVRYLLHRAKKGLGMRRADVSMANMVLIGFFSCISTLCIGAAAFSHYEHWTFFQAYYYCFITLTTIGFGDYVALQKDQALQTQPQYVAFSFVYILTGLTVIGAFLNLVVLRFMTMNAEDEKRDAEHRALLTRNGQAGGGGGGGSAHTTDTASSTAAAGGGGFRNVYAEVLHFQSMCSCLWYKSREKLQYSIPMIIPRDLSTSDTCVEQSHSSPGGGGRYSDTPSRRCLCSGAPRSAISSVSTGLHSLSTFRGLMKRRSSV
# DYRK1A inh: Dyrk1A (rat) kinase inhibition | Q63470 | ADP-Glo luminescence, NFATc1 peptide | inhibition, % at 12.5 µM | 310,000 compounds, 0.43% hits | AID 504441; in the data active means inhibition above about 50%;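 further: plate controls were vehicle with enzyme for no effect and no enzyme for full effect; many of its hits are not listed in these tables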
# * hit, by the source's call; i = inactive.
SMILES,KCNK3 block,DYRK1A inh
Cc1cccc(C)c1NC(=O)CN(C)C(=O)C1CC1C (stereo not drawn),i,-2
COc1ccc(S(=O)(=O)N2CCc3ccccc32)cc1C(=O)N1CCC(C)CC1,i,0
C#CC(=O)CC1(CN(Cc2ccccc2)C(=O)OC(C)(C)C)CCCCC1,i,-5
COc1ccc(C2=Nn3c(nnc3-c3ccccc3Cl)SC2)cc1OC1CCOC1 (stereo not drawn),i,2
O=C(COC(=O)Cc1ccsc1)NNC(=O)c1ccccc1,i,7
CCC1(CC)NC(=O)N(CC(=O)OCC(=O)c2cc(C)c(C)cc2C)C1=O,i,-3
CCCCn1c(N)c(N(CCOC)C(=O)CSc2nnc(-c3ccco3)n2CC)c(=O)[nH]c1=O,i,-3
COc1ccc(C2(C)NC(=O)N(CC(=O)N3CCc4ccccc43)C2=O)cc1OC (stereo not drawn),i,-4
COc1cc2[nH]c(=S)nc(NCCc3ccc(C)cc3)c2cc1OC,i,4
CS(=O)(=O)c1ccc(C(=O)OCC(=O)NC(=O)C2COc3ccccc3O2)cc1[N+](=O)[O-] (stereo not drawn),i,1
O=C(c1ccccc1)C1N=NCC1c1ccc(Cl)cc1 (stereo not drawn),i,5
CC1(NC(=O)c2ccccc2)CCN(CCc2cccs2)C1=O (stereo not drawn),i,4
O=C(NCCC(=O)N1CCCCCCC1)c1ccc(Br)cc1,i,2
Cc1cnc(C(=O)OC(C(=O)c2ccccc2)c2ccccc2)cn1 (stereo not drawn),i,-3
CN1CC(=O)N2[C@H]3c4ccccc4OC[C@@H]3[C@H](c3ccccc3)[C@]2(C)C1=O,i,-8
CN(C(=O)COC(=O)c1ccc(Cl)nc1)c1c(N)n(Cc2ccccc2)c(=O)[nH]c1=O,i,0
CCC(CO)Oc1cc(NCc2ccc(C)cc2)c2ncn(C(C)C)c2c1 (stereo not drawn),i,5
CCOC(=O)C1=CN(Cc2cccc(F)c2)S(=O)(=O)N(C)C1c1ccccc1 (stereo not drawn),i,-3
COc1ccc(C)cc1NC(=O)CSCc1cc(=O)n2c(C)csc2n1,i,2
CC1(C)C[C@H]2C3=CCC4[C@@]5(C)CC[C@H](O[C@@H]6O[C@H](C(=O)O)[C@@H](O)[C@H](O)[C@H]6O)[C@@](C)(CO)C5CC[C@@]4(C)[C@]3(C)C[C@H](O)[C@@]2(CO)[C@@H](O)[C@@H]1O (stereo partly drawn),i,-3
CCc1nnc(NC(=O)CSc2nc3c(c(=O)n2-c2ccccc2OC)SCC3)s1,i,-5
COc1ccc(CNC(=O)C2CCN(S(=O)(=O)c3cc(OC)ccc3OC)CC2)cc1,i,-3
CC(=O)c1c(C)[nH]c(C(=O)CN2C(=O)NC3(CCCCC3C)C2=O)c1C (stereo not drawn),i,0
CCC(C)C(NC(=O)c1ccccc1)C(=O)Nc1ccc(S(=O)(=O)Nc2cc(C)nc(C)n2)cc1 (stereo not drawn),i,2
Cc1ccc(S(=O)(=O)N2CCCN(S(=O)(=O)c3ccccc3Br)CC2)cc1,i,5
COc1ccccc1OCCC(=O)Nc1cccc(S(=O)(=O)N2CCOCC2)c1,i,1
CCOc1ccc(NS(=O)(=O)c2cc(NC(=O)CCNC(=O)c3ccco3)ccc2OC)cc1,i,2
Cc1cccc(NC2CNC(=O)NC2=O)c1 (stereo not drawn),i,1
COc1cc(N)c(Cl)cc1C(=O)NC1CCN(Cc2ccccc2)CC1,i,-9
COc1cc2c(cc1OC)C1(Nc3c-2c(C)nn3-c2ccccc2)C(=O)Nc2ccccc21 (stereo not drawn),i,7
CC1CCC2(CC1)NC(=O)N(NC(=O)CCc1c[nH]c3ccccc13)C2=O (stereo not drawn),i,8
N#CC1(NC(=O)CSc2nc3ccccc3s2)CCCCC1,i,2
CCN(C(=O)COC(=O)c1oc2ccc(OC)cc2c1C)C1CCS(=O)(=O)C1 (stereo not drawn),i,6
C/C(=N/NC(=O)c1ccncc1)c1cc2ccc(O)cc2oc1=O,i,8
CCc1sc(C(=O)N2CCN(C(=O)c3ccccc3)CC2)cc1C,i,2
CCN(C(=O)CSc1nnc(-c2ccc3c(c2)OCO3)o1)C1CCS(=O)(=O)C1 (stereo not drawn),i,8
CCN(CC)CCOC(=O)c1ccc(NC(=O)CSc2nnc(-c3cccs3)n2CC)cc1,i,0
C[C@@H]1COC(=O)[C@H](CC(=O)OC(C)(C)C)C/C=C\C[C@H](CC(=O)NCCO)C(=O)N1,i,0
CC(Sc1nnc(-c2ccco2)n1N)C(=O)NCC1CCCO1 (stereo not drawn),i,-1
CC1(C)OC1(C#N)c1ccccc1 (stereo not drawn),i,-1
O=C(COC(=O)COc1cccc(F)c1)NCC1CCCCC1,i,-5
O=C(COC(=O)CC1CC2CCC1C2)NCc1ccc(F)cc1 (stereo not drawn),i,-4
O=C(CN1C(=O)c2ccc([N+](=O)[O-])cc2C1=O)Nc1nnc(C2CC2)s1,i,-4
COc1ccccc1N1CCN(C(=O)c2nn(-c3ccccc3OC)c(=O)c3ccccc23)CC1,i,-4
COc1cc(OC)c2c(-c3cccc(-c4cccc(C)c4)c3)cc(=O)oc2c1,i,1
O=C(NNC(=O)c1cccc(Cl)c1)NNC(=O)c1cccc(Cl)c1,i,-3
O=c1[nH]c2cc(C(F)(F)F)ccc2n1-c1cc(C(F)(F)F)ccc1O,i,8
COc1ccc2[nH]c(O)c(N=NC(=O)c3ccc(NS(=O)(=O)c4cccs4)cc3)c2c1,i,-5

# Compound profiles, as listed above. Values in the order: KCNK3 block, DYRK1A inh
# O=c1[nH]c2cc(C(F)(F)F)ccc2n1-c1cc(C(F)(F)F)ccc1O is entered as i, 8
# CCN(CC)CCOC(=O)c1ccc(NC(=O)CSc2nnc(-c3cccs3)n2CC)cc1 is entered as i, 0
# COc1cc(OC)c2c(-c3cccc(-c4cccc(C)c4)c3)cc(=O)oc2c1 is entered as i, 1
# COc1ccc2[nH]c(O)c(N=NC(=O)c3ccc(NS(=O)(=O)c4cccs4)cc3)c2c1 is entered as i, -5
# CC1(C)OC1(C#N)c1ccccc1 (stereo not drawn) is entered as i, -1

# Random excerpt: 4 records from the list
SMILES,KCNK3 block,DYRK1A inh
O=C(COC(=O)CC1CC2CCC1C2)NCc1ccc(F)cc1 (stereo not drawn),i,-4
O=c1[nH]c2cc(C(F)(F)F)ccc2n1-c1cc(C(F)(F)F)ccc1O,i,8
CCN(CC)CCOC(=O)c1ccc(NC(=O)CSc2nnc(-c3cccs3)n2CC)cc1,i,0
COc1ccc2[nH]c(O)c(N=NC(=O)c3ccc(NS(=O)(=O)c4cccs4)cc3)c2c1,i,-5

# The list goes on.
SMILES,KCNK3 block,DYRK1A inh
CCOC(=O)N1CCN(C(=O)COC(=O)c2cc(Cl)cc(Cl)c2)CC1,i,0
O=C1NC(=O)C(c2ccccc2)(c2ccc(Cl)cc2Cl)N1 (stereo not drawn),i,3
Cc1nc(SCC(=O)NC2CCS(=O)(=O)C2)c2c3c(sc2n1)CCCC3 (stereo not drawn),i,3
COc1ccc(S(=O)(=O)N2CCN(CCOc3ccc(Br)cc3)CC2)cc1OC,i,1
O=C(CSc1nnc(-c2ccccc2F)n1C1CCCCC1)Nc1cc(C(=O)O)ccc1Cl,i,-2
CC(C)C(NC(=O)c1cccc(S(=O)(=O)N2CCOCC2)c1)C(=O)NCc1ccc(Cl)cc1 (stereo not drawn),i,0
Cn1c(NC(=O)c2ccc(C(C)(C)C)cc2)cc(=O)n(C)c1=O,i,0
Nc1cc(N)nc(SCC(=O)NCc2ccc3c(c2)OCO3)n1,i,2
COc1ccccc1N(CC(=O)N1CCCC1)S(=O)(=O)c1cc([N+](=O)[O-])ccc1Cl,i,2
O=C(NC(Cc1ccc(O)cc1)C(=O)O)c1ccc2c(c1)OCO2 (stereo not drawn),i,3
CN(Cc1nc2ccccc2c(=O)[nH]1)C(=O)c1ccc(NC(=O)CSc2nnnn2C)cc1,i,2
CCN(CC)S(=O)(=O)c1cc(C(=O)Nc2cc(S(=O)(=O)N3CCOCC3)ccc2N2CCN(C)CC2)ccc1C,i,-4

# New compounds follow.
# Results follow in this order: KCNK3 block	DYRK1A inh
- COc1ccc(CCN2CC(C(=O)Nc3nccs3)CC2=O)cc1OC (stereo not drawn)
→ i	9
- CCCCNCCS(=O)(=O)NCc1ccccc1
→ i	-9
- COc1cccc(CNS(=O)(=O)c2ccccc2Br)c1OC
→ i	-3
- CCc1ccc(CCC(=O)N2CCN(S(=O)(=O)c3sc(C(=O)O)c(C)c3C(=O)O)CC2)cc1
→ i	-2
- CCOC(=O)c1sc(NC(=O)c2c(CC)noc2C)nc1C
→ i	5
- NC(=O)c1cc([N+](=O)[O-])ccc1NCc1cccc(N)c1
→ i	5
- O=S(=O)(Nc1ccccc1N1CCOCC1)c1cccs1
→ i	-5
- COc1ccccc1OCC(=O)Nc1cc(S(=O)(=O)N2CCOCC2)ccc1N1CCCCC1
→ i	-5
- O=C(COc1ccccc1)NCc1ccco1
→ i	2
- Cc1cnc(C(=O)OCC(=O)Nc2cccc(C)c2C)cn1
→ i	0
- CCC(CO)Oc1cc(NCc2ccc(C(=O)O)cc2)c2ncn(C(C)C)c2c1 (stereo not drawn)
→ i	38
- N#CC(=Cc1ccc(O)cc1)C(N)=C(C#N)C#N
→ i	44
- COCC(=O)N(C)C[C@H]1N[C@@](Cc2ccccc2)(C(=O)OC)[C@H]2C(=O)N(C)C(=O)[C@@H]12
→ i	-1
- Clc1ccccc1OCc1nc(-c2ccncc2)no1
→ i	8
- CC(C)[C@H]1COCCS(=O)(=O)N1Cc1ccccc1-c1ccc(F)cc1
→ i	3
- COc1ccccc1CC(=O)N1CCN(S(=O)(=O)c2ccccc2F)CC1
→ i	9
- CC[C@H](C)Cc1cn([C@@H](CCCCNC(=O)OC(C)(C)C)C(=O)NCCCCCCCCCCC(=O)N2CCN(C(=O)OC(C)(C)C)CC2)nn1
→ i	14
- Cn1cccc1C1CCCN1CC(=O)Nc1ccc(C(N)=O)cc1 (stereo not drawn)
→ i	0
- COc1cccc([C@@H]2CC=C(C(=O)O)[C@H](c3cccc(Cl)c3)N2S(=O)(=O)c2ccc(C)cc2)c1
→ i	3
- CC1CCN(C(=O)COC(=O)c2ccc3c(c2)OCCO3)CC1
→ i	0
- CC(C)CCOc1cccc(C2c3c(oc4ccccc4c3=O)C(=O)N2CCCN2CCOCC2)c1 (stereo not drawn)
→ i	8
- Cc1cccc(OC(C)C(=O)OCC(=O)Nc2sccc2C(N)=O)c1 (stereo not drawn)
→ i	8
- O=C(Cc1ccc(Br)cc1)OCC(=O)c1ccc[nH]1
→ i	-7
- C[C@]12C(=O)N(c3ccc(Br)cc3)C(=O)N1[C@H]1c3ccccc3OC[C@@H]1[C@H]2c1ccccc1
→ i	2
- CCOC(=O)c1ccc(NC(=O)c2nc[nH]c2C(=O)NCCCNC(=O)c2[nH]cnc2C(=O)Nc2ccc(C(=O)OCC)cc2)cc1
→ i	2
- C/C=C(\C)C(=O)O[C@H](c1cc2ccc(=O)oc2cc1OC)[C@@H](O)C(C)(C)O
→ i	5
- COc1ccc(-c2[nH]c(-c3ccccc3)nc2SCC(=O)Nc2nccs2)cc1
→ i	-4
- Cc1ccc(OCCCC(=O)Nc2ccc3c(c2)OCCO3)cc1
→ i	3
- CCOc1ccc(NC(=O)COC(=O)CC2CC3CCC2C3)cc1 (stereo not drawn)
→ i	0
- CC(NC(C)c1ccccc1Cl)C(=O)Nc1cccc(S(=O)(=O)N2CCCCC2)c1 (stereo not drawn)
→ i	5
- COc1cc(C(=O)NNC(=O)COc2ccc(C)cc2)ccc1OCC(=O)N1CCOCC1
→ i	-1
- N#CC1(Nc2cccc(Cl)c2)CCCC1
→ i	3
- Cc1onc(-c2c(F)cccc2Cl)c1C(=O)N1CCCC1
→ i	9
- O=C(Nc1cc(S(=O)(=O)N2CCCCC2)ccc1Cl)C1COc2ccccc2O1 (stereo not drawn)
→ i	-4
- CN(C)c1ccc(CNCCC2(O)CCOC(C)(C)C2)cc1 (stereo not drawn)
→ i	-8
- COc1ccc(NC(=O)CN(C)C(=O)c2cc(C3CC3)nn2-c2ccccc2)cc1
→ i	-5
- COc1ccc(-c2cc(-c3nc4ccccn4c3NCc3ccccc3)ccc2OC)cc1
→ -8.7*	-1
- COc1ccc(CC(=O)NC(C)c2ccc(Cl)c(Cl)c2)cc1S(=O)(=O)N1CCOCC1 (stereo not drawn)
→ i	-4
- CCCCn1c(N)c(N(CCOC)C(=O)c2c(CC)noc2C)c(=O)[nH]c1=O
→ i	0
- Cc1ccc(S(=O)(=O)N2C[C@@H]3[C@H]4CC[C@H](C4)[C@@H]3[C@@H](C)[C@@H]2c2ccn([Si](C(C)C)(C(C)C)C(C)C)c2)cc1
→ i	-4
- COc1cc2cnc(-c3ccccc3)c(-c3cc(OC)c(OC)c(OC)c3)c2cc1OC
→ i	15
- Cc1nn(-c2ccccn2)c2c1C(=O)C(Br)CC2 (stereo not drawn)
→ i	-2
- CCOC(=O)Cc1csc(NC(=O)C2CCCN(S(=O)(=O)c3cnc[nH]3)C2)n1 (stereo not drawn)
→ i	11
- CC(NC(=O)CN1C(=O)NC2(CCCC2)C1=O)c1ccc(Cl)cc1Cl (stereo not drawn)
→ i	-5
- Cc1ccc(NC(=O)CSc2ncccn2)cc1S(=O)(=O)N1CCOCC1
→ i	-2
- Cc1cc(C)cc(OCC(=O)OCC(=O)Nc2cc(C)nn2-c2ccccc2)c1
→ i	-2
- CSc1nc(N)nc2c1ncn2CC(=O)N1CCN(c2ccccn2)CC1
→ i	-2
- O=C1CCCN1CCCNCCCn1cnc2c(OCc3ccccc3)ncnc21
→ i	4
- CC[C@]1(C(=O)OC)[C@H]2C(=O)N(C)C(=O)[C@H]2[C@H]2CN=C(SCC3CC3)N21
→ i	-1

# A portion of the library; count on the stated rates, not on these rows.
